MBD2 DNA inh – inhibitors of human MBD2 binding to methylated oligonucleotide; inhibition, % at 4.4 µM; hit rate 0.31% among 370,000; Q9UBB5; TR-FRET; AID 686964; in the data active = inhibition above about 13%
Target sequence (Q9UBB5 whole entry, looked up): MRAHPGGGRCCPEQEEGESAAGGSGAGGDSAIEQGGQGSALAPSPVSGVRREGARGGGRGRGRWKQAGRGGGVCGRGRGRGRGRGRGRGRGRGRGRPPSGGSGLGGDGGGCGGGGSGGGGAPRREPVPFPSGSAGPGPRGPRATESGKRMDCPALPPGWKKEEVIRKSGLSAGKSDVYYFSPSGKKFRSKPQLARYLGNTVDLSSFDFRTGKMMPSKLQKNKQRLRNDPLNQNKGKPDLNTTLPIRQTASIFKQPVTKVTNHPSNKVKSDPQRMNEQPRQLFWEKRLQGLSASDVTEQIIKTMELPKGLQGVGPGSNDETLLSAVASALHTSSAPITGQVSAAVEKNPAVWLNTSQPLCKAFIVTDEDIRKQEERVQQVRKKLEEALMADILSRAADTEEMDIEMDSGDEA
hgDAF12 agonist – activates the H. glycines DAF-12 receptor ligand-binding domain; AID 687014; HEK293 GAL4-hgDAF12 UAS-luciferase reporter, agonist luminescence; normalized to butyrate control; hit rate 1.8% among 370,000; activation, % at 6.8 µM;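 active = activation above a cutoff set at the mean of all screened compounds plus 3 SD, cut at about 10% in these data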;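 also: 0% = DMSO wells and 100% = sodium butyrate wells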
SMARCA2 activ – increases SMARCA2 function in MMTV reporter cells. hit rate 1% among 370,000. MG213 cells, MMTV-luciferase reporter, dexamethasone, overnight. activation, % at 9.1 µM; in the data active = activation above about 7.8%;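 also: 0% = vehicle wells and 100% = reference activator wells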
DAX1 inh-1 – inhibits human nuclear receptor DAX1. AID 504766. hit rate 0.99% among 340,000. HEK293 Gal4-DAX1 luciferase reporter, luminescence. inhibition, % at 6.75 µM;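 active = inhibition above the mean over all tested compounds plus 3 SD, cut at about 4.2% in these data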;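 also: 0% = DAX1-transfected cells with DMSO and 100% = empty-vector control cells with DMSO; inhibition shows as a rise in luminescence from relieved DAX1 repression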
PLC-gamma1 inh – PLC-gamma1 (human) inhibition, primary screen. P19174. inhibition, % at 12.2 µM. hit rate 0.84% among 370,000. purified PLC-gamma1, fluorogenic substrate, fluorescence; in the data active = inhibition above about 9.5%
ssDAF12 agonist – activators of S. stercoralis DAF-12 nuclear receptor; HEK293 ssDAF-12/GRIP1 lit1-tk-luc reporter, luminescence; % of 3 µM dafachronic acid response; activation, % at 6.8 µM; hit rate 1% among 370,000;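 active = activation above the mean over all tested compounds plus 3 SD, cut at about 0.9% in these data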;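 also: 0% = DMSO-only wells and 100% = 3 µM delta7-dafachronic acid wells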
Rev-erbA mod – Rev-erb alpha (human) modulation; AID 1259318; hit rate 0.79% among 370,000; P20393; Rev-erbα–FITC-DNA binding, fluorescence polarization, 90 min; activity, % at 10 µM;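 active = activity above about 14%, limit read from the data; passing the limit was not always enough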;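 also: 0% = DMSO wells with 35 nM protein and 100% = DMSO wells with 750 nM protein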
DAX1 inh-2 – DAX1 (NR0B1) inhibition, primary screen; hit rate 1.1% among 370,000; HEK293T StAR-luciferase reporter, SF-1/DAX-1 repression relief; inhibition, % at 6.8 µM; AID 652010;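 active = inhibition above the mean over all tested compounds plus 3 SD, cut at about 3.6% in these data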;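 also: 0% = DAX-1 cells with DMSO and 100% = cells lacking DAX-1 with DMSO; higher inhibition means more luminescence from relief of DAX-1 repression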
PLCb3 inh – blocks human PLC-beta3 enzyme activity. hit rate 0.18% among 370,000. inhibition, % at 12.2 µM. AID 720704. Purified PLC-beta3, fluorogenic substrate, fluorescence. Q01970; in the data active = inhibition above about 11%;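 also: 0% = median of compound wells on plate and 100% = full blocker control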
hcDAF12 agonist – activators of H. contortus DAF-12 nuclear receptor. activation, % at 6.8 µM. AID 652067. hit rate 1.4% among 370,000. HEK293 hcDAF-12 lit1-tk-luc reporter, luminescence; 0% DMSO, 100% Δ7-dafachronic acid;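 active = activation above the mean of all tested compounds plus 3 SD, cut at about 5.5% in these data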;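 also: 100% = response to 3 µM Δ7-dafachronic acid high control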
ADAM17 inh – ADAM17 inhibition, QFRET primary screen | P78536 | inhibition, % at 6.95 µM | hit rate 0.83% among 370,000 | recombinant ADAM17, EDANS/DABCYL FRET peptide cleavage;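 active = inhibition above the mean of compounds lying between control limits plus 3 SD, set per campaign, cut at about 8.5% in these data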;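 also: 0% = DMSO-only wells as the low control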
Target sequence (P78536 215-824 limits assumed): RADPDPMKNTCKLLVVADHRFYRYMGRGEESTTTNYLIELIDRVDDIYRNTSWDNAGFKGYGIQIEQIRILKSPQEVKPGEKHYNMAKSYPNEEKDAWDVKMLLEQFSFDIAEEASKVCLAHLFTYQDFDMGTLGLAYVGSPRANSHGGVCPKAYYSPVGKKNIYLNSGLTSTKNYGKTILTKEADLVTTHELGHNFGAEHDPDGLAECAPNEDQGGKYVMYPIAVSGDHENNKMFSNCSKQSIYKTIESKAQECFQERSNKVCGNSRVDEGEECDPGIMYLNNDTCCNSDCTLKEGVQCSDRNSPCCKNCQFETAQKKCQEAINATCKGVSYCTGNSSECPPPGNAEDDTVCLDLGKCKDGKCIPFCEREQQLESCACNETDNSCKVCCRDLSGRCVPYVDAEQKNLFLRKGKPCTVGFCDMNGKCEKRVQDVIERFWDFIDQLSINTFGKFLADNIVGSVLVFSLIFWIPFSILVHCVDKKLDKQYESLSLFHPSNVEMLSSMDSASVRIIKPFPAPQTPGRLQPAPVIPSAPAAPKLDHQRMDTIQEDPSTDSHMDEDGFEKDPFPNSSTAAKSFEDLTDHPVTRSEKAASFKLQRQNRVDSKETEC
* hit, by the source's call; i = inactive; / = not tested or not shown.

Each structure is followed by: MBD2 DNA inh, hgDAF12 agonist, SMARCA2 activ, DAX1 inh-1, PLC-gamma1 inh, ssDAF12 agonist, Rev-erbA mod, DAX1 inh-2, PLCb3 inh, hcDAF12 agonist, ADAM17 inh
1. NC(=O)c1c(/N=C/c2cccs2)sc2c1CCCC2
  6, 4.6, 2, /, -62, -0.9, 2, 1.1, -64, 4.2, -9
2. Cc1ccc(C(C)NC(=O)Cc2cccs2)c(C)c1 (stereo not drawn)
  0, -1.7, -3, 0.2, 2, 0.1, -1, -0.3, -6, -1.6, -2
3. CC1(NC(=O)N2CCCCC2)CCS(=O)(=O)C1 (stereo not drawn)
  -3, -0.8, -2, 0.4, -1, -1.8, 5, -0.3, 3, 0.9, 1
4. COc1ccc(CC(=O)NNC2=Nc3cccc4cccc2c34)cc1OC
  -5, 0.4, -1, 0.3, -6, -0.8, 1, -0.3, -15, -0.7, -2
5. CCOC(=O)c1ccc(NC(=S)NCCCN2CCCC2=O)cc1
  3, -2.6, -5, -1.8, 7, -1.9, -6, -1.6, -4, 0.1, 4
6. COc1ccc(C(CNC(=O)C(C)Oc2ccc(Br)cc2)N2CCCC2)cc1 (stereo not drawn)
  -4, -1.7, 0, -0.6, -6, -1.0, 1, -0.2, -10, -0.1, -13
7. Cc1noc(C)c1S(=O)(=O)N(CC(=O)NCc1ccccc1)c1ccc(C(C)C)cc1
  -2, -0.5, -4, 0.0, 2, -0.1, -1, 0.2, -8, -1.9, -3
8. CC(C(=O)NC1CCCc2ccccc21)N1CCN(Cc2ccc3c(c2)OCO3)CC1 (stereo not drawn)
  -6, 0.4, 4, -0.5, 6, 1.0*, 6, -0.1, 3, 2.1, 1
9. CC1Cc2ccccc2N1C(=O)CSCC(=O)O (stereo not drawn)
  0, -1.6, -1, 1.2, 2, -1.2, /, -0.1, 1, -0.2, -1
10. O=C(C1CCCN(Cc2nc(-c3ccc(Cl)cc3)no2)C1)N1CCOCC1 (stereo not drawn)
  -2, -1.6, -3, -1.1, -1, -1.6, -1, -1.1, 3, -2.3, -1
11. COc1ccc(OC)c2c(C)cc(N3CCCN(C)CC3)nc12
  -2, -0.2, 2, 0.4, -188, -1.4, -1, -1.1, -278, -1.4, -84
12. COC(=O)Nc1nc2ccc(Br)cc2s1
  5, 2.3, 4, -0.7, 3, -0.4, 1, 0.3, 3, 0.2, -1
13. Cc1c([N+](=O)[O-])cc(C(=O)Nc2ccc3ncccc3c2)cc1[N+](=O)[O-]
  -2, 0.6, 1, 0.3, 2, -1.1, -25, 0.2, -2, -1.2, -1
14. COc1ccc(-n2c(Cc3cccn3C)nnc2SCC(=O)N2CCOCC2)cc1
  -3, 0.0, 0, 0.2, -10, -1.6, -1, -0.2, -10, -0.6, 2
15. Cc1ccccc1NC(=O)Cn1nc(C)c2ccccc2c1=O
  -1, 1.8, 3, -0.5, 1, -0.7, 3, -0.2, -5, -0.6, 2
16. CCOC(=O)C1(CCOc2ccccc2)CCN(Cc2cccs2)CC1
  0, -2.5, -4, -0.3, -2, -1.2, -3, 0.8, -5, -0.6, -3
17. C=CCSc1nnc(-c2cccc3ccccc23)o1
  2, -0.9, -1, -0.3, 0, -0.9, -9, 1.7, 1, -0.6, -3
18. N#C/C(=C(/O)c1ccc([N+](=O)[O-])s1)c1nc2ccccc2[nH]1
  3, -0.1, -4, -0.6, -6, -1.1, 0, -0.2, -9, 1.8, -10
19. Cc1cc(C)n2nc(SCc3nc4ccccc4[nH]3)nc2n1
  -2, -1.3, -2, 4.5*, -2, -1.4, -1, 0.0, -4, -1.7, -2
20. O=C(CCc1ccccc1)Nc1cc2c3c(c1)CCC(=O)N3CCC2
  -4, 2.5, -1, -0.9, 0, -1.3, -9, -2.0, -7, -1.5, -2

Remaining list, next part
Each structure is followed by: MBD2 DNA inh, hgDAF12 agonist, SMARCA2 activ, DAX1 inh-1, PLC-gamma1 inh, ssDAF12 agonist, Rev-erbA mod, DAX1 inh-2, PLCb3 inh, hcDAF12 agonist, ADAM17 inh
21. COc1cc(CO)c(Br)cc1OCC(N)=O
  -1, 1.9, 2, 3.5, 0, -1.1, -1, -0.2, 5, -0.4, 1
22. COc1cc(/C=N/n2c(-c3cc(C)[nH]n3)n[nH]c2=S)cc(OC)c1O
  2, -1.5, -2, 1.7, 3, -1.0, 0, 0.3, -7, -0.6, -4
23. CCOC(=O)NNc1cc(C(F)(F)F)ccn1
  4, -0.3, -4, 2.1, -2, -1.4, -4, -0.1, -12, -0.7, -7
24. Cc1ccc(C(=O)N2CCC(Oc3cccnc3)CC2)c(C)c1
  0, -3.6, 2, /, 0, -1.6, -4, -0.4, -1, 0.1, -2
25. COCc1cc(C(C)=O)ccc1OC
  1, -2.2, -2, 0.7, 12*, -0.8, 4, -0.4, 3, -0.1, 6
26. C[C@@H]1CN([C@@H](C)CO)C(=O)CCCn2nncc2CO[C@H]1CN(C)C(=O)Nc1ccc(N2CCN(C)CC2)cc1
  0, -0.7, -4, /, -2, -1.0, 3, 0.0, -5, 0.3, 0
27. CC(=O)c1c(C)oc2ccc(N(C(=O)C3CCCCC3)S(=O)(=O)c3cc([N+](=O)[O-])ccc3C)cc12
  5, -0.6, -4, 0.6, -1, -1.7, -1, 0.9, 0, -1.7, -6
28. O=C(C[n+]1ccccc1)N/N=C/c1c(F)cccc1Cl
  -11, 0.3, -3, -0.3, 3, -0.6, -2, -0.3, -3, 1.9, 1
29. CCOc1ccccc1-n1c(SCC(=O)NCc2ccco2)nnc1-c1ccncc1
  1, -1.3, -3, 1.0, 0, -0.9, 1, 0.3, -1, -1.8, -4
30. N#CC1=C(N)Oc2n[nH]c(-c3cccs3)c2C1C1CCCCC1 (stereo not drawn)
  4, 0.5, -4, -0.8, 1, -1.5, -1, 0.3, -6, 0.7, 0
31. O=C1[C@@H]2C(c3cccnc3)=NO[C@@H]2C(=O)N1c1ccc2ccccc2c1
  -3, 0.9, -2, 2.0, -10, -0.5, -3, -0.4, -16, 3.8, -16
32. CC[C@H](C)[C@H]1CNC(=O)C(=O)N1CC1CCN(CCc2ccc(OC)c(OC)c2)CC1
  -6, -1.2, -2, /, 0, -0.7, -5, -0.5, 0, -1.3, -2
33. COc1ccc(S(=O)(=O)N(C)CC(=O)N2CCOCC2)cc1Cl
  -3, -0.7, -1, 1.6, 0, -0.9, 8, 0.8, 0, 0.1, -6
34. Cc1cc(C(=O)O)c(CCCN)s1
  4, 0.5, -2, -0.3, 6, -1.3, 0, 0.3, 12*, -0.9, 1
35. Cc1cc(SCC(=O)N2CCCC2=O)nc2ccccc12
  3, 3.3, -5, 1.8, 12*, -0.7, 1, 2.1, -1, 0.0, 0
36. CCc1ccccc1OCC(=O)Nc1nc(-c2cccnc2)cs1
  -6, -2.7, 1, -0.4, -3, -1.2, 1, -1.4, -12, -1.1, 6
37. COc1cc(C#N)ccc1OCC(=O)NCc1cccs1
  -1, 1.3, 1, 0.5, -2, -0.2, 2, 0.4, 2, -1.5, -2
38. COc1ccc(C(=O)N2CC(c3ccc(Cl)cc3)CC2=O)cc1 (stereo not drawn)
  5, -0.7, -4, /, 4, -1.5, 1, -0.1, -8, -2.2, -2
39. COc1ccc(Nc2ncc(C(=O)N3CCN(c4ccccc4OC)CC3)c3ccccc23)cc1
  -3, -2.2, 1, -0.1, -32, -1.6, 3, -1.9, -31, 0.0, 1
40. O=C(/C=C/c1ccccc1)N1CCN(c2ccc([N+](=O)[O-])c(N3CCOCC3)c2)CC1
  -10, -0.2, -1, 0.6, 1, -1.5, 4, -0.9, 1, -1.6, 1

Later entries.
Each structure is followed by: MBD2 DNA inh, hgDAF12 agonist, SMARCA2 activ, DAX1 inh-1, PLC-gamma1 inh, ssDAF12 agonist, Rev-erbA mod, DAX1 inh-2, PLCb3 inh, hcDAF12 agonist, ADAM17 inh
41. COc1cc(C(=O)Nc2cc(C)cc(C)c2)c(-n2cnnn2)cc1OC
  2, -0.4, -4, 0.8, -1, -1.6, -2, -0.7, -2, -0.6, -1
42. O=C1ON=C(c2ccc(Cl)cc2)/C1=C/c1ccc(O)cc1
  2, 4.5, 0, /, -2, -1.1, 0, 0.2, -3, -0.8, -3
43. CCCSc1nc(=O)n2cccc(C)c2n1
  -3, -1.5, 3, -0.3, -3, -1.7, -1, -1.4, -9, -1.4, -5
44. O=C1/C(=C/c2ccccc2)Oc2cc(OC(=O)N3CCOCC3)ccc21
  0, -0.8, -2, 2.3, 1, -0.6, -3, -0.1, -1, -0.3, -3
45. COc1ccc(N(C(=O)c2ccncc2)S(=O)(=O)c2ccc(OC)c(OC)c2)cc1
  3, 2.8, -2, 4.0, 2, -0.7, 0, -0.5, -4, -1.7, -2
46. COc1ccc(N2CCN(C(=O)c3ccc(C)c(Cl)c3)CC2)cc1
  -5, -2.2, -1, 1.9, 4, -1.3, 0, 0.2, 0, -1.8, 2
47. Cc1cc(C)n(C(=O)c2cccc([N+](=O)[O-])c2)n1
  1, 0.6, 1, 0.6, 1, -1.0, -2, -0.1, -1, -0.2, -5
48. CC(C)(CO)CNc1ccn2nccc2n1
  -1, 7.5, -2, /, -24, -1.6, 0, -0.1, -35, -1.1, -14
49. COc1ccc(CN2C(=O)C(CC(=O)NCc3cccc4ccccc34)CC(C(=O)N3CCOCC3)=C2C)cc1 (stereo not drawn)
  7, -0.5, -3, 0.0, -3, -1.1, 0, 1.3, 0, -0.9, -4
50. Cc1c(/C=N/O)c2ccccn2c1C=O
  -9, -0.4, -2, 0.2, -9, -1.9, 4, -0.3, -16, 0.8, -3
51. CCOC(=O)N1CCN(C(=O)CSCC(=O)N=c2sc3cc(OC)ccc3n2C)CC1
  1, -1.3, 0, 1.9, 1, -1.4, 4, 0.4, -7, -0.9, -2
52. COc1ccc(-c2nnc(SCC(=O)NC(=O)NCc3ccccc3)o2)cc1
  2, 1.1, 1, 1.5, 2, 0.0, 8, -0.1, -3, -1.3, -1
53. COCCCn1c(C(=O)NCCN2CCOCC2)cc2c(=O)n3ccccc3nc21
  -7, 0.5, -2, -0.5, i, -1.5, -8, 1.2, i, 0.0, i
54. O=C(CN1CCN(c2ccccn2)CC1)Nc1ccccc1Br
  3, -1.6, 8, 0.8, 2, -1.5, 2, -0.4, 1, -1.4, 1
55. O=[N+]([O-])c1cnc(Nc2ccc(Cl)cn2)c([N+](=O)[O-])c1
  -2, -1.8, 0, 0.0, 1, -1.2, -2, -0.9, -1, -1.4, -2

Bioassay records as filed in PubChem.

Not a hit list, and some 7.4% of all compounds hit somewhere here.
